Bioassay records (PubChem)
COUP-TFII inh: NR2F2 (human) inhibition, primary screen. actives 0.7% (n = 370,000). HEK293T NGFI-A luciferase reporter, luminescence. inhibition, % at 8.6 µM. P24468. AID 686940;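 active means inhibition above a per-plate cutoff, mean inhibition of test wells between control levels plus 3 SD, cut at about 38% in these data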;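 further: cells cotransfected with COUP-TFII expression vector driving the NGFI-A reporter; 0% = median of COUP-TF2 test wells and 100% = reporter-only cells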
SRC3 inh: inhibits human SRC3 coactivator | Q9Y6Q9 | HEK293 GAL4-SRC3 luciferase reporter, luminescence | inhibition, % at 3.6 µM | actives 0.17% (n = 360,000) | AID 588352;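 active means inhibition above a per-campaign cutoff, the mean of all compounds plus 3 SD, cut at about 60% in these data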;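 further: 0% = DMSO-treated cells and 100% = gossypol-treated cells at 36 µM; higher means less SRC3-driven luciferase light from the GAL4 reporter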
LRH-1 inv ag: inverse agonists of human LRH-1 (NR5A2); O00482; HEK293T StAR-luciferase reporter, LRH-1 transfected, 24 h; inhibition, % at 3.6 µM; actives 0.13% (n = 360,000); AID 602396;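 active means inhibition above the mean inhibition of all tested compounds plus 3 SD, cut at about 73% in these data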;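 further: 0% = DMSO wells and 100% = reporter-only cells lacking LRH-1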
TLR9-MyD88 inh: blocks human TLR9 binding to MyD88; Q9NR96+Q99836; CHO BLA complementation TLR9-MyD88, CCF4 FRET ratio; inhibition, % at 4.98 µM; actives 0.21% (n = 340,000); AID 504734;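 active means inhibition above the mean over all tested compounds plus 3 SD, cut at about 21% in these data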;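 further: 0% = DMSO only wells and 100% = clavulanate BLA inhibitor control wells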
Target sequence (Q99836 whole entry, looked up): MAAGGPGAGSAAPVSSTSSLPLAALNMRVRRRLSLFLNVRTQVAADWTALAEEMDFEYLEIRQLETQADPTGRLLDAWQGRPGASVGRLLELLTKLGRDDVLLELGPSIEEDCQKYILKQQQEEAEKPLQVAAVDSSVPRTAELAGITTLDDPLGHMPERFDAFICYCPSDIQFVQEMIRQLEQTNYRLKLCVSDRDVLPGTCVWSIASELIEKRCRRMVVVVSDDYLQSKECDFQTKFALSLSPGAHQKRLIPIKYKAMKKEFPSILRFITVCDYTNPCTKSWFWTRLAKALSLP
Target sequence (Q9NR96 whole entry, looked up): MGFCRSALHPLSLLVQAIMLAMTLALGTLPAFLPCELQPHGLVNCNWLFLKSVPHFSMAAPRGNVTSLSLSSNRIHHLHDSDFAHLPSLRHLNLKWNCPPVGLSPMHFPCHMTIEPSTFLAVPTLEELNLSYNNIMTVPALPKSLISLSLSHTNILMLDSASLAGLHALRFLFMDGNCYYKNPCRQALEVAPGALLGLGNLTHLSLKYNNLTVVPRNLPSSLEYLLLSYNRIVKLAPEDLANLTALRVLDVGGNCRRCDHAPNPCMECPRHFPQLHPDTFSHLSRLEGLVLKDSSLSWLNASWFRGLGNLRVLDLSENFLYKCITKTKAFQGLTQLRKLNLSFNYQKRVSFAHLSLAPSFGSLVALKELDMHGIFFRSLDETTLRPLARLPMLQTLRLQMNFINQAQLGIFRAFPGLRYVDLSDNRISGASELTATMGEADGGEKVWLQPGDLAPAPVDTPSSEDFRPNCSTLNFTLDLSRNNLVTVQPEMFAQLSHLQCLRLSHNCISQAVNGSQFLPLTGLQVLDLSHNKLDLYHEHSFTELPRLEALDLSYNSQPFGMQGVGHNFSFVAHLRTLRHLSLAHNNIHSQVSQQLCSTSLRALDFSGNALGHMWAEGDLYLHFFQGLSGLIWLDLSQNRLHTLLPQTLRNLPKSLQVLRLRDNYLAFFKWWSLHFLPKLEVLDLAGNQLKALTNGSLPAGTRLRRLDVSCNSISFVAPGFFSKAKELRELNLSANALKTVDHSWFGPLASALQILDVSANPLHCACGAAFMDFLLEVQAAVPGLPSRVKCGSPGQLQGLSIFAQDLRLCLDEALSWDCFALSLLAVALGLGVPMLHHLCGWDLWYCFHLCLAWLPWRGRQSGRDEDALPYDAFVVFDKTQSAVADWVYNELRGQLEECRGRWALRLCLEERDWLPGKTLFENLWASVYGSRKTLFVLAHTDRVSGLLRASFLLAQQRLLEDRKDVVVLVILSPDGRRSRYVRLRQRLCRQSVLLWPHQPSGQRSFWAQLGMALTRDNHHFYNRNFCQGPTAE
ABHD5-PLIN5 inh: inhibitors of human ABHD5-perilipin-5 interaction | Q00G26+Q8WTS1 | Split G. princeps luciferase complementation, luminescence, 4 h | actives 0.78% (n = 360,000) | inhibition, % at 4 µM;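 active means inhibition above the mean inhibition across every tested compound plus 3 SD, cut at about 22% in these data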;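 further: 0% = DMSO only wells and the 100% control is not disclosed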
NCOA1 inh: inhibits human SRC1 coactivator; Q15788; HEK293 GAL4-SRC1 luciferase reporter, luminescence; inhibition, % at 3.6 µM; actives 0.12% (n = 360,000); AID 588354;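 active means inhibition above the campaign mean plus 3 SD, with each screening campaign given its own cutoff, cut at about 60% in these data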;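 further: 0% = DMSO treated cells and 100% = gossypol at 36 µM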
SRC2 inh: inhibits human steroid receptor coactivator 2; HEK293 GAL4-SRC2 luciferase reporter, luminescence; actives 0.17% (n = 370,000); inhibition, % at 9 µM;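 active means inhibition above the mean inhibition of all tested compounds plus 3 SD, set per campaign, cut at about 52% in these data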;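 further: 0% = DMSO treated cells and 100% = cells given Gossypol at 36 µM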
MC4R ag barr: human MC4R agonism via beta-arrestin; actives 0.98% (n = 360,000); activation, % at 8.9 µM; P32245; U2OS MC4R beta-arrestin complementation, luminescence; percent of melanotan II response, DMSO zero;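 active means activation above a per-plate cutoff, the mean activation of sample wells on that plate plus 3 SD, cut at about 8% in these data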
NOD2 RIPK2 PPI: inhibitors of human NOD2-RIPK2 interaction. O43353. CHO BLA complementation NOD2-RIPK2, CCF4 ratio. inhibition, % at 4.98 µM. actives 0.38% (n = 360,000); in the data active means inhibition above about 21%;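 further: 0% = vehicle only and 100% = reference blocker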
MC4R antag cAMP: human MC4R antagonism in cAMP assay; MC4R-expressing cells, MTII-stimulated cAMP, LANCE TR-FRET; actives 0.48% (n = 360,000); inhibition, % at 6.5 µM; AID 540295; P32245;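 active means inhibition above its plate's cutoff, the mean of tested wells on that plate plus 3 SD, cut at about 29% in these data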;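 further: 0% = Melanotan II alone and 100% = Melanotan II plus saturating MCL0020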
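Material: U2OS-MC4R stable cell line | Reagent: Melanotan II challenge after compound preincubation | Doses: One concentration, 6.5 µM nominal | Incubation: 30-min compound preincubation, 1-h Melanotan II challenge, 1-h detection, room temperature | Signal: TR-FRET cAMP assay | Replicates: One well per compound, no replicates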
LMP1 NFkB inh: inhibitors of Epstein-Barr LMP1-induced NF-kappaB reporter. inhibition, % at 12.5 µM. actives 0.69% (n = 350,000). LMP1-induced NF-kappaB luciferase reporter cells, luminescence; in the data active means inhibition above about 41%;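 further: 0% = neutral control wells and 100% = reference inhibitor control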
Starred values were filed as active, the others as inactive; . = no result given; & = joins results of further samples. Not all compounds are listed; rates above refer to the full screens.

SMILES	COUP-TFII inh	SRC3 inh	LRH-1 inv ag	TLR9-MyD88 inh	ABHD5-PLIN5 inh	NCOA1 inh	SRC2 inh	MC4R ag barr	NOD2 RIPK2 PPI	MC4R antag cAMP	LMP1 NFkB inh
O=C(CSc1n[nH]c(-c2ccccc2O)n1)N1CCOCC1	0.2	-23.1	-15.8	-7.1	10.8	-26.8	-55.6	5.0	-0.1	30.2*	-4.6
O=C(NCCC1CCCCN1S(=O)(=O)c1ccccc1)C(=O)NCC1CCCO1 (configuration not stated)	8.6	4.8	-4.1	-0.1	-4.1	7.5	4.4	-3.8	-5.5	0.5	1.3
Cn1c(SCC(=O)NCc2ccccc2)nc2ccccc21	-13.0	14.6	8.1	1.1	2.1	3.4	-3.3	-0.1	4.0	8.6	-2.8
O=C(CCNC(=O)c1ccccc1Cl)Nc1nc2ccc(F)cc2s1	-35.1	-38.4	-85.3	5.3	-5.4	-40.0	-21.1	1.2	-6.2	13.1	-23.7
COc1ccc(NC(=O)Nc2nnc([C@@H]3C[C@H](O)[C@@H](CO)O3)s2)cc1	3.1	-17.4	-21.0	.	-4.5	19.9	-14.2	1.6	-13.4	4.2	.
O=C1c2ccccc2-c2cc(Br)ccc2NC1O (configuration not stated)	2.5	2.6	-7.3	-0.7	3.0	-7.4	6.8	2.4	-13.7	-1.1	3.9
CN(CC(=O)Nc1cccc(S(=O)(=O)N2CCCC2)c1)Cc1ccccc1	3.5	-3.4	1.8	-8.6	1.0	-11.0	-8.3	-1.9	1.2	19.4	-7.1
CCOC(=O)/C=C/CN(C(=O)OC(C)(C)C)S(=O)(=O)N1CC=CC1	-6.1	7.3	-7.8	-7.8	2.5	-7.6	20.2	0.9	-0.2	5.4	11.1
O=C(Nc1ccccc1N1CCCC1)c1ccc(Br)o1	5.9	-7.9	-0.2	5.1	0.1	-6.7	9.6	0.1	1.3	0.2	16.9
COc1cc2[nH]c3c(=O)n4c(nc3c2cc1OC)SCCC4	-62.1	16.6	-125.2	-3.8	-3.9	-24.9	46.0	-1.8	-0.3	-28.6	-47.9
CNC(=O)Oc1ccc2c(c1)[C@]1(C)CCN(C)[C@@H]1N2C	8.3&1.4	-2.4&9.3	-1.0&4.9	-0.4&3.4	-3.3&-4.1	-9.9&1.2	1.1&1.9	-0.3&-0.5	-1.9&-14.5	8.0&9.5	-1.8&-3.1
CCOC(=O)c1[nH]nc(-c2c(O)cc(C)cc2O)c1-c1csc(C)n1	0.6	-3.0	4.0	-0.5	2.4	-0.8	-0.1	2.4	-11.9	0.3	0.3
COc1ccc(COC[B-](F)(F)F)cc1	-27.9	-9.8	6.9	-7.0	1.2	-21.3	-15.8	-0.9	-7.9	-34.1	1.3
O=C(Nc1ccc(OCCO)cc1)c1csc([C@@H]2O[C@H](CO)[C@H](O)[C@H](O)[C@H]2O)n1	2.3	-3.7	2.7	.	-0.8	-5.9	-15.3	-1.1	4.4	9.8	.
CCOC(=O)C1CCCN(C(=O)c2cc(OC)ccc2Br)CC1 (configuration not stated)	7.3	-10.2	-1.8	.	-6.5	-1.9	-0.5	2.0	5.0	13.6	.
CCN(CC(=O)Nc1c(F)cccc1F)C(=O)c1cc2c(cc1Cl)N1CCCCCC1=NS2(=O)=O	7.1	-10.2	-7.7	7.6	1.2	-6.7	-20.3	-1.6	-4.5	9.0	0.7
COc1ccccc1C(=O)Nc1ccc2c3c(cccc13)CC2	-20.1	-22.5	-94.8	5.6	-10.6	-47.4	-36.8	-1.4	-5.2	9.4	-4.3
COc1cc(CC(=O)NCCCc2ccccc2)cc(OC)c1OC	8.3	7.8	-13.9	-10.6	1.9	3.4	2.5	1.4	0.5	17.0	0.2
COc1ccc(N2CCN(S(=O)(=O)c3cc4c5c(c3)C(C)C(=O)N5CCC4)CC2)cc1 (configuration not stated)	-14.4	-6.3	-8.0	-1.0	-1.8	-5.4	-2.9	-1.8	-9.1	-2.3	-4.8
CCOc1ccccc1C1CC(=O)Nc2cc3c(cc21)OCCO3 (configuration not stated)	-22.8	-2.2	37.5	15.7	3.2	13.8	29.8	-2.0	8.1	-20.7	12.3
COc1nc(C)cc(C)c1S(=O)(=O)c1ccc(Cl)cc1	13.9	3.1	-29.0	7.0	-2.4	2.7	11.2	-0.5	-11.2	4.8	-22.7
COc1n[nH]c(C(=O)Nc2nc3ccccc3s2)c1[N+](=O)[O-]	-35.1	-52.6	-70.1	2.2	-3.3	-56.1	-43.0	-2.2	-2.5	7.9	-8.6
O=C(O)c1ccccc1-c1ccccc1C(=O)Nc1ccc(-c2nc3cc(Cl)ccc3o2)cc1	-35.7	-40.1	-79.7	4.2	-9.5	-38.6	-13.2	-1.0	0.0	1.2	-21.6
O=C(C1CCCO1)N1CCC(O)(c2ccccc2)CC1 (configuration not stated)	12.1	9.7	3.2	2.2	-5.5	-3.5	-59.6	-1.2	6.7	3.8	1.7
Cc1ccc(S(=O)(=O)/N=C/c2ccc(N(C)C)cc2)cc1	-6.4	19.2	-11.7	5.7	12.3	-3.1	-7.4	-1.0	-26.0	-4.7	1.6

Molecules from the list above that contain an aryl thioether with sulfur outside any ring (two):
SMILES	COUP-TFII inh	SRC3 inh	LRH-1 inv ag	TLR9-MyD88 inh	ABHD5-PLIN5 inh	NCOA1 inh	SRC2 inh	MC4R ag barr	NOD2 RIPK2 PPI	MC4R antag cAMP	LMP1 NFkB inh
O=C(CSc1n[nH]c(-c2ccccc2O)n1)N1CCOCC1	0.2	-23.1	-15.8	-7.1	10.8	-26.8	-55.6	5.0	-0.1	30.2*	-4.6
Cn1c(SCC(=O)NCc2ccccc2)nc2ccccc21	-13.0	14.6	8.1	1.1	2.1	3.4	-3.3	-0.1	4.0	8.6	-2.8

Additional entries:
SMILES	COUP-TFII inh	SRC3 inh	LRH-1 inv ag	TLR9-MyD88 inh	ABHD5-PLIN5 inh	NCOA1 inh	SRC2 inh	MC4R ag barr	NOD2 RIPK2 PPI	MC4R antag cAMP	LMP1 NFkB inh
CC(=O)c1ccc(OCc2cc(C(=O)NCC3CCCCO3)no2)cc1 (configuration not stated)	-24.2	-6.2	-8.9	4.4	1.3	-12.2	-30.9	-1.1	0.8	-0.6	-9.9
CCn1c(=O)c(C(=O)NNC(=O)c2ccc(Cl)cc2Cl)c(O)c2ccccc21	2.1	-0.3	-20.2	-2.0	1.1	-5.4	7.5	1.5	-8.0	23.6	2.0
O=C(COC(=O)C1c2ccccc2Oc2ccccc21)Nc1ccc2c(c1)OCO2	4.5	-5.2	10.3	-2.0	-1.5	-13.6	-2.2	2.4	5.6	12.7	1.9
Cc1ccc(NC(=O)CS(=O)CC(=O)Nc2cccc(C)c2C)cc1F (configuration not stated)	4.1	4.0	8.2	-1.3	-7.9	-6.7	-20.0	-0.7	-3.3	1.0	5.7
CC(C)CCN1CCC(n2nccc2NC(=O)C2CCOC2)CC1 (configuration not stated)	-8.3	8.1	13.6	-5.0	4.4	-28.9	-19.1	0.8	-13.8	9.4	-0.7
Cc1ccc(C(=O)Nc2nnc(COCCO)s2)cc1	-38.8	-56.8	-16.1	.	-1.6	-53.5	-39.2	-0.5	-29.4	-1.1	.
CC(C)Oc1ccc(C(CCNCc2ccc(O)cc2)c2ccccc2)cc1 (configuration not stated)	5.1	-7.5	-6.5	3.1	4.5	9.1	-5.0	11.9*	1.0	2.2	4.3
CC(C)OCCCn1c(=S)[nH]c2ccc(N3CCOCC3)cc2c1=O	19.1	-2.9	2.3	2.3	1.3	2.7	16.0	-1.2	-4.2	0.9	0.7
Cc1cc2n(n1)SC(Nc1ccccc1)N2 (configuration not stated)	-16.7	-10.6	-22.6	-9.1	-5.8	-18.0	7.7	0.7	7.0	5.5	-0.5
COc1ccc(NC(=O)C(=O)c2cn(CC(=O)N3CCCC3)c3ccccc23)c(OC)c1	10.5	4.9	-0.6	4.5	7.3	3.2	22.0	-0.7	-4.1	1.6	0.2
Cn1c(SCC(=O)Nc2ccc3[nH]c(=O)[nH]c3c2)nnc1-c1ccc(F)cc1	17.0	9.4	-9.6	-3.5	-3.1	-1.9	-19.4	1.8	4.2	17.8	-10.1
O=C(CC12CC3CC(CC(C3)C1)C2)NCC(=O)N1CCc2ccccc2C1	-4.9	12.6	-10.3	-7.1	2.2	-3.6	8.5	-0.5	-8.9	5.6	1.6
CCCCOc1ccccc1Cn1c(=O)oc2ccccc21	9.0	-14.2	-14.8	-1.9	-8.5	-5.3	1.9	3.8	6.5	2.9	2.3
O=C(NN=C1CCC(=NNC(=O)c2cccnc2)CC1)c1cccnc1	-24.9	21.4	5.1	0.8	-0.7	-10.3	-12.4	-2.2	-5.5	3.3	-5.5
CC(=O)Nc1cccc(OCCCNC(=O)C2CCC2)c1	-1.2	2.4	16.9	-15.3	-2.8	3.1	-19.6	1.2	0.9	2.1	4.9
C=CCn1c(SCC(=O)c2ccc(O)c(O)c2)nnc1-c1ccc(OC)cc1	2.4	-6.6	7.9	-8.2	7.4	-6.9	13.6	-1.2	-4.9	4.7	2.7
CCC(C)NC(=O)CC1Oc2ccc(C)cc2NC1=O (configuration not stated)	16.0	-2.0	-17.9	0.3	2.1	-30.8	-35.9	0.3	-7.8	-0.9	-1.1
CN1CCN(C(=O)c2cnn(-c3ccccc3)c2NC(=O)c2ccc([N+](=O)[O-])cc2)CC1	1.0	-7.7	3.5	7.9	2.9	8.6	-22.3	-0.2	-7.5	5.8	-3.9
Cc1nc2nc(SCC(=O)N3CCOCC3)nn2c(C)c1Cc1c(F)cccc1Cl	6.1	16.3	-0.7	-5.7	3.9	-6.9	-32.0	-0.2	-2.1	0.3	-2.6
O=C(Nc1cccc(Cl)c1)Nc1ccc(Cl)cn1	0.9	0.7	-2.5	1.6	4.3	-6.8	-3.8	0.4	-9.3	10.6	3.5
Cn1c(=O)c2c(nc(Oc3ccc4c(c3)OCO4)n2Cc2ccc(Cl)cc2)n(C)c1=O	4.4	18.1	-17.2	4.7	7.0	8.3	-27.8	-0.8	0.0	6.6	0.8
CC1CCN(c2ccc([N+](=O)[O-])cc2C(=O)O)CC1	1.3	15.5	-5.4	5.5	-6.8	-3.4	-0.2	-2.9	-3.0	-0.7	-4.4
CCC(c1nnnn1C1CCCC1)N1CCN(c2ccccc2F)CC1 (configuration not stated)	8.2	18.9	-14.9	-2.1	-5.7	-77.8	-18.4	-0.7	5.5	5.0	-1.9
COc1ccc(-c2nnc(SCC(=O)c3ccc[nH]3)n2-c2ccccc2)cc1	-10.9	-31.5	-154.1	-2.1	-5.6	-50.5	-53.7	0.8	-11.3	22.9	-13.4
O=c1c(O)c(-c2cccs2)oc2ccc(Cl)cc12	-5.7	-2.2	5.8	21.0*	-6.6	-34.9	-4.1	-0.2	44.5*	-2.2	1.1
Cc1cccc(C(C(=O)NCc2ccc(F)cc2)N(C(=O)c2csnn2)C2CC2)c1 (configuration not stated)	-0.6	-7.8	4.5	-2.3	7.2	1.7	6.6	-0.6	1.5	1.4	-8.5
